IMPase cell inh: qHTS Assay for Identifying the Cell-Membrane Permeable IMPase Inhibitors. inhibition (IP1 accumulation), % at 46.1 µM. AID 901, 2007. CHO-M1 cells, IP1 accumulation, HTRF TR-FRET ratio. 120,000 tested, under 10 active. Inositol monophosphatase 1 (Rattus norvegicus), P97697; active = well fitted curve in the direction sought with a large enough effect in the signal ratio, not every such curve was filed as active; inconclusive = small, poorly fitted or top-dose-only effect, or a change in a side signal; inactive = no such curve, though single readings can be large or run the other way; the % refers to the signal ratio;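 also: cells stimulated with carbachol in lithium chloride buffer; plate controls were DMSO basal wells for no effect and reference inhibitor wells for full effect; higher means more IMPase inhibition seen as more IP1 and lower FRET ratio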
Target sequence (P97697 whole entry, looked up): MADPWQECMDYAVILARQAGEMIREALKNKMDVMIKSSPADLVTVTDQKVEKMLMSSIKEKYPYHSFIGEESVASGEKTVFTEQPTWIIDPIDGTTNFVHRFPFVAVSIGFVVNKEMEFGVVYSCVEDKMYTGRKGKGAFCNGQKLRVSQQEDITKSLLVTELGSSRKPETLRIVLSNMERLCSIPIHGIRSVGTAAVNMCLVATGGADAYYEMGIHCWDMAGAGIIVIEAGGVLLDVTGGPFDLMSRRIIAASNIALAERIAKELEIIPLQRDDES
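Measured: the HTRF emission ratio (665/620 nm) plus the 620 nm donor channel, each fitted to the Hill equation to give AC50. Cells were CHO-M1 given compounds up to 46 uM and a 30 min carbachol stimulation at 37C.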
12-hLO inh: qHTS Assay for Inhibitors of 12-hLO (12-human lipoxygenase); Polyunsaturated fatty acid lipoxygenase ALOX12 (Homo sapiens), P18054; purified 12-hLO, xylenol orange hydroperoxide absorbance; Potency, µM (highest dose often 57.1 µM), for the others: top-dose activity change, negative = inhibition, most hits filed as inhibitors; 150,000 tested, 0.12% active; also: potency is read from the fitted curve at half-maximal effect; nearly all actives have a fitted effect of over 55% in size; many of its hits are not listed in these tables
Target sequence (P18054 whole entry, looked up): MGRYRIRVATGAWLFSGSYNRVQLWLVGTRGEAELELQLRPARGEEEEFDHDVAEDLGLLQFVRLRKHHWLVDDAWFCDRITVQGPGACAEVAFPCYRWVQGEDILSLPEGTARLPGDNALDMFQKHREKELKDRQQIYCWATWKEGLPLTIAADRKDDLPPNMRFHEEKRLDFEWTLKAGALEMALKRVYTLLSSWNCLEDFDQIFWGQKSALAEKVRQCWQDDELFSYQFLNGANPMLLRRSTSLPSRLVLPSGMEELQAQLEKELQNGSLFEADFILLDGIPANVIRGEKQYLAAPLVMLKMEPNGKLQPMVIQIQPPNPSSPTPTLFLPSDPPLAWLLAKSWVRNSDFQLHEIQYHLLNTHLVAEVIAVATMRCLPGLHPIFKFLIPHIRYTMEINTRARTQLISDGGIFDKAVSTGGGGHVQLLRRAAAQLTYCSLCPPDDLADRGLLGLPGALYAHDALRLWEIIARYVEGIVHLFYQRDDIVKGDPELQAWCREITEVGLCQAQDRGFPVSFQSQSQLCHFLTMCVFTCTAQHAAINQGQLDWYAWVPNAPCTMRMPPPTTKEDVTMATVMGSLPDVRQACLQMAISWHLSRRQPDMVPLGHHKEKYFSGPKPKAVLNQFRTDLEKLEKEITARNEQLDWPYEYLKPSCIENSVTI
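Hydroperoxide output read as Fe(III)-xylenol orange absorbance, 573-to-405 nm ratio, after 30 min reaction with 40 uM arachidonic acid. Enzyme: 150 nM purified human 12hLO, 15 min compound preincubation; 25 mM Hepes pH 7.0, room temperature.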
PNC inhibitor: High Content Assay for Compounds that inhibit the Assembly of the Perinucleolar Compartment | PC3M PTB-GFP, PNC prevalence imaging, 16 h; hits give low values | activity change (PNC), negative = inhibition, % at 10 µM | 140,000 tested, 3.1% active;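 active = readout at or below -70, meaning at least 70% loss of cells showing the perinucleolar compartment, a nuclear body marking cancer cells; inconclusive = readout between -30 and a set limit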;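 also: plate controls were DMSO wells for no effect and camptothecin positive control wells for full effect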
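Read-out is percentage of cells bearing a perinucleolar compartment, from automated 20x imaging of fixed, Hoechst-stained PC3M PTB-GFP cells. Cells were seeded 4 h, then exposed 16 h to compound (23 nl of library stock) in duplicate plates.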
15-hLO-2 inh: qHTS Assay for Inhibitors of 15-hLO-2 (15-human lipoxygenase 2); AID 881, 2007; Potency, µM (highest dose often 57.1 µM), for inactives: at the highest dose activity change, negative = inhibition, usual class: inhibitors; purified 15hLO-2, xylenol orange hydroperoxide absorbance; 110,000 tested, 0.56% active; also: potency is read from the fitted curve at half-maximal effect; nearly all actives have a fitted effect of over 60% in size; many of its hits are not listed in these tables
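Screening format was qHTS against 50 nM purified 15hLO-2 in Hepes pH 7.5 with detergent. Activity follows hydroperoxide formation from 45 uM arachidonic acid, measured as 573:405 nm absorbance ratio of the ferric-xylenol orange complex.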
Starred values were filed as active, the others as inactive; ? = inconclusive; nt = not tested or not shown; [ ] = dose if it differs, or a comment. Unless noted, calls follow the shape of the dose curve; as a rule, active = well fitted curve in the direction sought with a large enough effect; inconclusive = small, poorly fitted or top-dose-only effect, or another doubt; inactive = no such curve, though single readings can be large; an effect the other way counts as inactive or inconclusive. Unless noted, % is scaled to controls: 0 for no effect and ±100 for the full control effect. Only part of the results is shown (hit frequency here may not be typical).

The line under a structure holds: IMPase cell inh | 12-hLO inh | PNC inhibitor | 15-hLO-2 inh
COC(=O)c1cn(CCOc2ccccc2F)c2ccccc12
    8 | -3% | ? | 10%
COc1ccc(N/C=C2\CCOC2=O)cc1
    3 | -2% | -6 | -1%
Cn1cnnc1SCC(=O)NCc1cccc(C(F)(F)F)c1
    -2 | 0% | 21 | 2%
CSc1nc2c(c(=O)[nH]1)C(c1ccncc1)C(C(=O)OC(C)C)=C(C)N2 (stereo not given)
    -1 | 1% | -16 | -5%
COCC(C)NC(=O)CCSc1nc(-c2ccc(OC)cc2)cc(C(F)(F)F)n1 (stereo not given)
    3 | 0% | -26 | nt
CCNc1cc(Cl)nc(SC)n1
    0 | 4% | 47 | nt
CC(=O)c1cccc(NC(=O)CCOc2ccccc2)c1
    1 | -8% | -7 | -2%
COC(=O)COc1ccc(C2NC(=O)NC(c3ccccc3)=C2C(C)=O)cc1OC (stereo not given)
    -1 | -4% | -3 | 2%
COCCCNC(=O)c1ccc(N(C)S(=O)(=O)c2ccc(OC)cc2)cc1
    6 | 2% | ? | 7%
O=C(c1ccc(NS(=O)(=O)c2ccccc2)cc1)N1CCCC1
    3 | -3% | ? | 2%
Cc1cc2c(c(N)n1)c(=O)oc1ccccc12
    -9 | -3% | 10 | -3%
O=C(Nc1nc(NC(=O)c2ccco2)n(-c2ccccc2)n1)c1ccccc1
    3 | 2% | -19 | 60%[activator]
O=C(Cc1c(C(=O)O)[nH]c2ccccc12)Nc1ccc2c(c1)OCO2
    4 | -8% | 28 | -4%
CC(=O)c1nn(-c2ccccc2)cc1C(=O)c1ccc(Br)cc1
    nt | 0% | ? | nt
COC(=O)C1=C(C(=O)OC)SC(=C2C(=S)C(C)(C)N(C(=O)CC(C)C)c3ccccc32)S1
    2 | 3% | 6 | -28%
COc1ccccc1-c1nccc(NCc2cccc(C)c2)n1
    nt | -2% | nt | 32%[activator]
O=C1C2C3C=CC(CO)(O3)C2C(=O)N1c1ccc(-c2ccccc2)cc1 (stereo not given)
    -3 | ? | ? | 0.4µM*
COC(=O)c1cc(C(=O)OC)cc(N2C(=O)CN=C2Nc2nc(C)cc(C)n2)c1
    1 | 3% | 3 | -5%
N[C@@H](Cc1ccc(O)cc1)C(=O)O
    nt | -1%[0.00818 µM] | nt | 13%[0.0915 µM]
Cc1cc2nc(-c3ccc(SCC(=O)Nc4nccs4)nc3)[nH]c2cc1C
    nt | 0% | ? | nt

The list goes on.
The line under a structure holds: IMPase cell inh | 12-hLO inh | PNC inhibitor | 15-hLO-2 inh
CC(C)CCNc1cc(=O)n(C)c(=O)n1C
    7 | 5% | 5 | 4%
Cc1ccc(Nc2nnc(SC3CCOC3=O)s2)c(C)c1 (stereo not given)
    nt | 1% | 10 | nt
O=C(NCCN1C(=O)S/C(=C\c2ccc(Cl)c(Cl)c2)C1=O)c1cnccn1
    0 | -1% | 9 | nt
O=C(NC1CCCCC1)C1CCN(C(=O)NCc2ccccc2)CC1
    -6 | -1% | -4 | -5%
CC(C)(C)C(=O)COC(=O)c1ccc(O)cc1
    3 | -2% | -20 | nt
Cc1nn(CC(=O)Nc2cccnc2N2CCOCC2)c(=O)c2ccccc12
    -2 | -9% | ? | 0%
c1ccc(Cn2nnc3c(N4CCC5(CC4)OCCO5)ncnc32)cc1
    6 | 1% | 1 | nt
CCOC(=O)CC(=O)CSc1nc(-c2ccccc2)cc(-c2ccccc2)c1C#N
    11 | 9% | 10 | nt
C=CC(=O)NC(C)C
    nt | -2% | nt | 7%
O=C(CCC1CCCCC1)NNC(=O)NC12CC3CC(CC(C3)C1)C2
    -8 | -12% | ? | -1%
CCn1c(SC(C)C)nnc1-c1cc(-c2ccccc2)sc1N
    3 | -10% | 45 | nt
COC(=O)c1sc(-c2ccccc2)cc1NC(=O)c1ccc(OC)cc1
    nt | 14% | 14 | nt
CCCCOC(=O)Nc1ccc(C(N)=O)cc1
    2 | 3% | ? | 2%
CC(=O)Nc1ccc(C(=O)OCC(=O)N(Cc2ccccc2)C(C)(C)C)cc1
    2 | 6% | -11 | 2%
O=C1COc2ccc(C(=O)c3ccccc3C(=O)NCc3ccccc3)cc2N1
    -1 | 2% | 40 | -8%
COC(=O)c1nn(-c2ccccc2)c(Sc2ccc(Br)cc2)c1/C=N/O
    8 | -5% | 26 | -18%
O=C(CCCc1nc(-c2ccccc2)no1)N1CCOCC1
    -9 | -3% | -5 | 6%
CCCOc1ccc2c(C)c(CC(=O)OC)c(=O)oc2c1
    -4 | 2% | 34 | -4%
CN1c2ccccc2C(C)(C)C12CCCC(=O)N2 (stereo not given)
    -5 | -14% | ? | ?
O=C(Nc1ccc(Cl)cn1)Nc1cccs1
    -6 | -10% | 0 | 9%

An excerpt of these results, field by field:
> O=C1C2C3C=CC(CO)(O3)C2C(=O)N1c1ccc(-c2ccccc2)cc1 (stereo not given)
  IMPase cell inh: -3; 12-hLO inh: ?; PNC inhibitor: ?; 15-hLO-2 inh: 0.4µM*

> CCCCOC(=O)Nc1ccc(C(N)=O)cc1
  IMPase cell inh: 2; 12-hLO inh: 3%; PNC inhibitor: ?; 15-hLO-2 inh: 2%

> COC(=O)c1sc(-c2ccccc2)cc1NC(=O)c1ccc(OC)cc1
  IMPase cell inh: nt; 12-hLO inh: 14%; PNC inhibitor: 14; 15-hLO-2 inh: nt

> CCOC(=O)CC(=O)CSc1nc(-c2ccccc2)cc(-c2ccccc2)c1C#N
  IMPase cell inh: 11; 12-hLO inh: 9%; PNC inhibitor: 10; 15-hLO-2 inh: nt

Results in 15-hLO-2 inh and 12-hLO inh, for some of the entries so far:
| SMILES | 15-hLO-2 inh | 12-hLO inh |
| --- | --- | --- |
| O=C1COc2ccc(C(=O)c3ccccc3C(=O)NCc3ccccc3)cc2N1 | -8% | 2% |
| COC(=O)c1nn(-c2ccccc2)c(Sc2ccc(Br)cc2)c1/C=N/O | -18% | -5% |
| O=C(CCCc1nc(-c2ccccc2)no1)N1CCOCC1 | 6% | -3% |
| CCCOc1ccc2c(C)c(CC(=O)OC)c(=O)oc2c1 | -4% | 2% |
| CN1c2ccccc2C(C)(C)C12CCCC(=O)N2 (stereo not given) | ? | -14% |

(continued)
The line under a structure holds: IMPase cell inh | 12-hLO inh | PNC inhibitor | 15-hLO-2 inh
O=C(CSc1nc(-c2ccc(F)cc2)cc(C(F)(F)F)n1)NCCN1CCOCC1
    5 | -2% | -10 | nt
N=C1/C(=C/c2cccn2Cc2ccc(Cl)cc2)C(=O)N=C2SC=CN12
    -2 | 1% | ? | nt
CC[C@@H]1CC(=O)N(SC[C@H](N)C(=O)O)C1=O
    nt | -1%[11.4 µM] | nt | 2%[11.4 µM]
CCN1N=C(c2cc(Cl)sc2Cl)CSC1=O
    11 | -1% | 3 | nt
O=C(N/N=C/c1ccccc1OC(=O)c1ccc2c(c1)OCO2)c1cccc(F)c1
    nt | -1% | 20 | nt
C=CCN(CC=C)C(=O)CN1C(=O)c2ccccc2C1=O
    nt | -3% | -9 | nt
O=C(O)CCc1ccc(-c2cccs2)o1
    5 | -15% | -14 | -8%
c1ccc(CSc2nnnn2-c2cccc3ccccc23)nc1
    -2 | -9% | ? | 12%
Cc1ccc(C(=O)COC(=O)CCc2ccc(S(=O)(=O)N3CCCCC3)cc2)cc1
    9 | -3% | -24 | nt
Cc1cccc(C)c1NC(=O)CSc1nnc(NC(=O)CN2CCOCC2)s1
    3 | 8% | 12 | 5%
COc1ccc([N+](=O)[O-])cc1NC(=O)CSCc1ccccc1
    3 | -2% | 37 | nt
CCCNC(=S)N1CCC(NC(=O)C23CC4CC(CC(C4)C2)C3)CC1
    0 | 2% | 15 | nt
COc1cccc(N2C(=O)C(c3ccccc3)=C(c3nc4ccccc4s3)C2NC(C)=O)c1 (stereo not given)
    8 | -15% | 12 | -8%
CCOC(=O)C1=C(C)N(C)C(=O)C1CC(=O)O (stereo not given)
    5 | 5% | 55 | 6%
O=C(CN1CCC(C(=O)c2ccc3c(c2)OCCO3)CC1)NC1CCCC1
    0 | -3% | 24 | 5%
O=C(Nc1ccc2c(c1)N(Cc1ccccc1)C(=O)c1ccccc1S2)NC1CC1
    3 | -6% | -1 | -11%
CCCC(C)C(=O)N(Cc1ccccc1)c1ccccn1 (stereo not given)
    2 | 5% | -19 | -3%
COC(CNC(=O)Cn1ncc2ccsc2c1=O)OC
    6 | -2% | -17 | -6%
CCOC(=O)c1cnn(-c2ccccc2)c1-n1cccc1C(=O)C(=O)Nc1ccccc1C(F)(F)F
    13 | -6% | -5 | -2%
CCOc1cc(C2NN=C(c3ccc(C)cc3)S2)ccc1O (stereo not given)
    nt | -23% | 148 | nt

15-hLO-2 inh: entries above that show a hit
canonical_smiles	IMPase cell inh	12-hLO inh	15-hLO-2 inh
O=C1C2C3C=CC(CO)(O3)C2C(=O)N1c1ccc(-c2ccccc2)cc1 (stereo not given)	-3	?	0.4µM*

Later entries:
Structure	IMPase cell inh	12-hLO inh	PNC inhibitor	15-hLO-2 inh
CC(=O)Nc1ccc2c(c1)C(=O)c1ccccc1C2=O	-6	-6%	-4	-4%
COCCNC(=O)/C(C#N)=C/c1cccc(NC(=O)c2ccccc2Cl)c1	10	1%	24	nt
CNC(=O)OC(C)CNS(=O)(=O)c1ccc(C)cc1 (stereo not given)	-1	5%	?	0%
CC1CCN(CCNC(=O)c2ccc(NC(=O)C3CCCO3)cc2)CC1 (stereo not given)	2	-3%	-27	1%
COC(=O)c1c(NC(=O)COC(=O)c2ccc(O)cc2)sc2c1CCCCC2	10	0%	55	nt
O=C(C[n+]1cc(-c2ccc(Cl)c(Cl)c2)n2c1CCC2)N1c2ccccc2Sc2ccccc21	17	-1%	-12	nt
O=C(CSc1nc2ccccc2o1)NC(=O)NCc1ccco1	6	5%	?	-6%
O=C(CN1CCN(Cc2ccccc2)CC1)N/N=C\C=C/c1ccco1	0	-4%	32	nt
COc1ccc(OC)c(C(=O)COC(=O)c2ccccc2O)c1	-8	-5%	?	2%
CS(=O)(=O)N(Cc1ccc(C(=O)NC2CCCCC2O)cc1)c1ccccc1 (stereo not given)	-1	-2%	4	-8%
Fc1ccc(-n2cnnn2)c(F)c1	4	2%	-25	0%
CCOc1ccc(-n2nnnc2SCC(=O)N2CCOCC2)cc1	0	0%	?	nt
Cc1ccc(CCNC(=O)CCNS(=O)(=O)c2ccc3c(c2)oc(=O)n3C)cc1	2	-11%	13	-2%
CCN(CC)C(=O)N1CCC(NC(=O)Cc2ccccc2)CC1	14	2%	-9	1%
c1ccc(Cn2c(-c3cncs3)nc3ccccc32)cc1	-14	-2%	41	42%[activator]

Continuation.
Structure	IMPase cell inh	12-hLO inh	PNC inhibitor	15-hLO-2 inh
C=CCNC(=O)c1onc(CSc2ccccc2)c1C(=O)O	-1	0%	44	2%
CC(C)(C)n1nnnc1C(c1ccc(Cl)cc1)N(Cc1cccnc1)Cc1ccco1 (stereo not given)	16	-8%	?	nt
COC(=O)c1sccc1-n1cccc1C(=O)C(=O)N1CC(C)OC(C)C1 (stereo not given)	-4	10%	22	1%
CCN(CC)CCN1C(=O)C(=O)/C(=C(/O)c2ccc(F)cc2)C1c1cccnc1 (stereo not given)	-2	4%	?	nt
Cc1cc(C)n(CC(O)Cn2cnc3c2c(=O)n(C)c(=O)n3C)n1 (stereo not given)	?	-6%	-10	nt
CCOC(=O)COc1ccc(CCNC(C)=O)cc1	-6	1%	-1	-2%
Cc1ccc(C)c(-n2c(Cc3cccs3)n[nH]c2=S)c1	-12	-2%	?	nt
CCn1c(O)c(C=Nc2ccccc2)n(-c2ccccc2)c1=S	-9	-8%	16	-20%
CC(NC(=O)c1cccnc1)C(=O)N1CCCCC1 (stereo not given)	-5	-3%	2	4%

Bioassay records as filed in PubChem BioAssay.
